pPAFAH inh: pPAFAH enzyme inhibitors, primary screen, biochemical, fluorescence polarization, human; Platelet-activating factor acetylhydrolase (Homo sapiens), Q13093; recombinant pPAFAH, FP-rhodamine probe fluorescence polarization; inhibition, % at 3.39 µM; 330,000 compounds, 1.5% hits; AID 463082, 2010;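 active = inhibition above the mean inhibition across the screen plus 3 SD, cut at about 25% in these data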;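 note: inhibitors block binding of the rhodamine activity-based probe so polarization drops; 0% = enzyme with DMSO and 100% = wells lacking pPAFAH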
PAFAH1B2 inh: PAFAH1B2 enzyme inhibitors, primary screen, biochemical, fluorescence polarization, human | Platelet-activating factor acetylhydrolase IB subunit alpha2 (Homo sapiens), P68402 | 340,000 compounds, 1.2% hits | recombinant PAFAH1B2, FP-rhodamine activity probe | inhibition, % at 3.39 µM;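 active = inhibition above the mean of all tested compounds plus 3 SD, cut at about 24% in these data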;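 note: 0% = enzyme with DMSO and 100% = wells lacking PAFAH1B2; many of its hits are not listed in these tables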
PME-1 inh: PME-1 inhibitors via competitive probe labeling, primary screen, biochemical, fluorescence polarization, FP-Rh probe, HTS | Protein phosphatase methylesterase 1 (Homo sapiens), Q9Y570 | recombinant PME-1 | inhibition, % at 5.9 µM | 320,000 compounds, 0.53% hits | AID 2130, 2009;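 active = inhibition above the campaign mean of all compounds plus 3 SD, cut at about 26% in these data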;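 note: competitive labeling of PME-1 active site by serine hydrolase directed probe; 0% = PME-1 with DMSO and 100% = wells lacking PME-1 enzyme; inhibitors block probe labeling so polarization falls and inhibition rises; many of its hits are not listed in these tables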
GSTO1 counter: inhibitors of recombinant GSTO1, primary screen, counter-screen for RBBP9 inhibitor project, biochemical, fluorescence polarization; Glutathione S-transferase omega-1 (Homo sapiens), P78417; activity-based probe fluorescence polarization; inhibition, % at 5.96 µM; 300,000 compounds, 1.1% hits;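 active = inhibition above the campaign mean inhibition plus 3 SD, cut at about 35% in these data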;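 note: 0% = GSTO1-1 with DMSO and 100% = wells lacking GSTO1-1 enzyme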
PAFAH2 inh: PAFAH2 enzyme inhibitors, primary screen, biochemical, fluorescence polarization, human; Platelet-activating factor acetylhydrolase 2, cytoplasmic (Homo sapiens), Q99487; recombinant PAFAH2, FP-rhodamine activity probe; inhibition, % at 3.39 µM; 340,000 compounds, 0.99% hits; AID 492956, 2010;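 active = inhibition above the mean over all tested compounds plus 3 SD, cut at about 30% in these data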;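 note: inhibitors block probe labeling of enzyme so polarization drops; 0% = enzyme with DMSO and 100% = wells lacking PAFAH2 protein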
LYPLA1 inh: LYPLA1 inhibitors, primary screen, counter-screen for PME1 inhibitor project, biochemical, fluorescence polarization, FP-Rh probe ABPP; Acyl-protein thioesterase 1 (Homo sapiens), O75608; recombinant LYPLA1; inhibition, % at 5.9 µM; 320,000 compounds, 0.16% hits; AID 2174, 2009;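 active = inhibition above the mean of all tested compounds plus 3 SD, set per campaign, cut at about 14% in these data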;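 note: inhibitors block serine hydrolase probe labeling of LYPLA1 so polarization falls; 0% = enzyme with DMSO and 100% = wells lacking LYPLA1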
Target sequence (O75608 whole entry, looked up): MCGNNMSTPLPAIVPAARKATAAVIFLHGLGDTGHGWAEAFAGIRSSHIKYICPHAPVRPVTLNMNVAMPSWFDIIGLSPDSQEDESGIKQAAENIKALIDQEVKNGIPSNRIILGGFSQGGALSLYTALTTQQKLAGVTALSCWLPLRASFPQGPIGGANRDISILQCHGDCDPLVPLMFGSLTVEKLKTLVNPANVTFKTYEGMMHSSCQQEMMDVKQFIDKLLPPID
PAD4 FP inh: human PAD4 inhibitors, primary screen, biochemical, fluorescence polarization, 1536-well format. recombinant PAD4, RCA probe fluorescence polarization. 330,000 compounds, 0.41% hits. Protein-arginine deiminase type-4 (Homo sapiens), Q9UM07. inhibition, % at 6.36 µM;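 active = percent inhibition above a cutoff equal to the mean of all tested compounds plus 3 SD, cut at about 15% in these data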;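 note: 0% = PAD4 with RCA probe and DMSO and 100% = probe without PAD4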
LYPLA2 inh: LYPLA2 inhibitors, primary screen, counter-screen for PME1 inhibitor project, biochemical, fluorescence polarization, FP-Rh probe ABPP; Acyl-protein thioesterase 2 (Homo sapiens), O95372; recombinant LYPLA2; inhibition, % at 5.9 µM; 320,000 compounds, 0.38% hits;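 active = inhibition above the screen-wide mean plus 3 SD, limit set per campaign, cut at about 26% in these data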;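 note: 0% = LYPLA2 with DMSO and 100% = wells lacking LYPLA2 enzyme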
Target sequence (O95372 whole entry, looked up): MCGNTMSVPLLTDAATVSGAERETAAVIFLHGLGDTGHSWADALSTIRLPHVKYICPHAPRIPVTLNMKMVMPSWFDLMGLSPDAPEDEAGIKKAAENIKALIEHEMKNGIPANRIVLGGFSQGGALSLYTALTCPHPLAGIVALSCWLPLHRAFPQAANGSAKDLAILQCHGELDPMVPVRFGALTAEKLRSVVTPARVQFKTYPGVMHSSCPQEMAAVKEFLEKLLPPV
PAFAH1B3 FP inh: PAFAH1B3 enzyme inhibitors, primary screen, biochemical, fluorescence polarization, human. 340,000 compounds, 0.28% hits. recombinant PAFAH1B3, FP-rhodamine probe. inhibition, % at 3.39 µM. AID 492972, 2010. Platelet-activating factor acetylhydrolase IB subunit alpha1 (Homo sapiens), Q15102;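 active = inhibition above the screen-wide average of all tested compounds plus 3 SD, cut at about 25% in these data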;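 note: 0% = enzyme with DMSO only and 100% = wells lacking PAFAH1B3 protein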
Target sequence (Q15102 whole entry, looked up): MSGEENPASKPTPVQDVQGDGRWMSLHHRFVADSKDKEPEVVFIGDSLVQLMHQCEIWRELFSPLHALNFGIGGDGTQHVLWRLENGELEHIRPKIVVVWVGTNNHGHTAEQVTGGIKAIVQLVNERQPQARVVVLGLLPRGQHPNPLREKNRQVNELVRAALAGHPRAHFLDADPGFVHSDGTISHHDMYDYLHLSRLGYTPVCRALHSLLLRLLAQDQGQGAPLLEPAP
Active calls of the source: *; . = no result given. Some of the compounds tested, so the mix of outcomes need not match the whole.

Values in the order: pPAFAH inh, PAFAH1B2 inh, PME-1 inh, GSTO1 counter, PAFAH2 inh, LYPLA1 inh, PAD4 FP inh, LYPLA2 inh, PAFAH1B3 FP inh
> COc1ccc(/C=N/NC(=O)CCSc2nc3ccccc3s2)cc1
    0, 2, 2, -2, -3, -6, 1, -4, 0
> COc1ccc(C2=NNC(=Nc3cc(S(=O)(=O)N(C)C)ccc3C)SC2)c(OC)c1
    6, -1, 12, 12, -1, -1, 18*, 2, 6
> COC(=O)c1cc(OC)c(OC)cc1NC(=O)Nc1ccccc1OC
    0, 3, 6, -3, 1, 0, 0, 8, 3
> CCOC(=O)C1CCCN(C(=O)c2cc3cc4ccc(OC)cc4nc3o2)C1 (stereo not given)
    0, 0, 3, 5, 8, -5, -2, -2, 5
> Cc1ccc(NC(=O)C2CCCN(c3ncnc4c3nc3n4CCCCC3)C2)cc1Cl (stereo not given)
    -5, -6, -9, -15, 0, -9, -1, -8, 0
> Cc1c(N=C2SCC(=O)N2/N=C/c2ccccc2)c(=O)n(-c2ccccc2)n1C
    -4, 0, -3, 3, -8, 0, -5, -3, 14
> CN(C)CCOC(C1CCCCC1)C1CCCCC1
    2, -2, -8, 6, -4, 1, 1, 1, 1
> Cc1cc(S(=O)(=O)N(Cc2cccs2)Cc2ccccc2F)ccc1-n1cnnn1
    6, -5, 0, 3, -23, -3, 0, -6, 7
> O=S(=O)(/C=C/c1ccccc1)Nc1ccc(N2CCOCC2)cc1
    5, 1, 8, -1, 0, 0, 0, 4, 4
> O=C(Nc1cccc(Cl)c1)N1N=CCC1c1ccccc1 (stereo not given)
    -1, ., 0, 8, ., 1, 4, 0, .
> NC(=O)N1CCCC1C(=O)Nc1ccc(Cl)c(Cl)c1 (stereo not given)
    -4, -2, 2, 3, -2, -3, 2, -1, -1
> O=C(CN1C(=O)c2ccccc2S1(=O)=O)Nc1ccccn1
    4, 1, 1, 0, 0, -1, 1, -3, 3
> CCCOC(=O)c1ccc(NC(=O)C2C3C=CC(O3)C2C(=O)O)cc1 (stereo not given)
    2, 1, 3, 0, 14, -1, -1, 6, 11
> CN(C)C1(CNC(=O)Nc2ccccc2)CCCCC1
    -4, 1, -5, 1, 4, -1, -3, -1, 6
> O=C(NC1CCc2ccccc21)C1CCN(S(=O)(=O)c2ccc(-n3cnnn3)cc2)CC1 (stereo not given)
    -1, 3, 2, 7, -1, 5, 1, 1, 7
> CCN(C(=O)COC(=O)C1CCN(S(=O)(=O)c2c(Cl)cccc2Cl)CC1)C1CCCCC1
    11, 5, 1, 1, 4, 0, -2, 0, 0
> COc1ccccc1NC(=O)c1cc(Sc2nncn2C)nc2ccccc12
    5, -2, 0, -5, 2, 0, -1, 0, -1
> COc1cc(C)c(S(=O)(=O)N2CCOCC2)cc1C(C)C
    7, 3, 9, -5, 6, 0, 2, 6, 4
> O=C(COc1ccc(Cl)cc1Cl)OCC(=O)c1ccc[nH]1
    15, 0, -2, ., 4, -1, -2, -1, 7
> Cc1cc(Nc2cccc(C)c2C)n2ncnc2n1
    1, -8, 1, -2, 0, -1, -1, -6, 6
> CO/N=C/CC(=O)c1cnc(-c2ccccc2)s1
    3, 0, 3, -9, -2, 3, -9, -1, 1
> Cc1ccc(CN2C(=O)CCC2C(=O)NCCCN2CCCC(C)C2)cc1 (stereo not given)
    -2, 3, 2, -3, -4, -1, 3, 2, 6
> CC1CCCN(c2cc(N(C)CCO)c([N+](=O)[O-])c3nonc23)C1 (stereo not given)
    -1, 0, -7, 12, 3, 0, -4, 3, 8
> CN(C)S(=O)(=O)c1cccc(NC(=O)/C=C/c2ccc(S(=O)(=O)N3CCOCC3)cc2)c1
    -10, 1, -14, ., -7, -15, 1, -1, -9
> O=c1c(/C=N\NS(=O)(=O)c2ccccc2)coc2ccc(Cl)cc12
    4, 10, 13, -5, 16, -1, 0, 6, 14
> CSc1ccc(/C=C(/NC(=O)c2ccccc2)C(=O)NCCCn2ccnc2)cc1
    -2, -2, 0, -3, -7, -2, 1, -2, 6
> C[C@H](CO)N1C[C@H](C)[C@@H](CN(C)Cc2ccc(C(=O)O)cc2)Oc2c(NS(=O)(=O)c3ccc(F)cc3)cccc2C1=O
    3, 11, ., ., -3, ., 3, ., 8
> Cc1nc(SCC(=O)OCc2ccccc2)c2c(=O)n(C)c(=O)n(C)c2n1
    -4, -1, 2, 0, -4, 2, -2, 2, -9

A section from the list above, as a working copy:
Values in the order: pPAFAH inh, PAFAH1B2 inh, PME-1 inh, GSTO1 counter, PAFAH2 inh, LYPLA1 inh, PAD4 FP inh, LYPLA2 inh, PAFAH1B3 FP inh
> O=c1c(/C=N\NS(=O)(=O)c2ccccc2)coc2ccc(Cl)cc12
    4, 10, 13, -5, 16, -1, 0, 6, 14
> CSc1ccc(/C=C(/NC(=O)c2ccccc2)C(=O)NCCCn2ccnc2)cc1
    -2, -2, 0, -3, -7, -2, 1, -2, 6
> C[C@H](CO)N1C[C@H](C)[C@@H](CN(C)Cc2ccc(C(=O)O)cc2)Oc2c(NS(=O)(=O)c3ccc(F)cc3)cccc2C1=O
    3, 11, ., ., -3, ., 3, ., 8
> Cc1nc(SCC(=O)OCc2ccccc2)c2c(=O)n(C)c(=O)n(C)c2n1
    -4, -1, 2, 0, -4, 2, -2, 2, -9

Limited to GSTO1 counter, PAD4 FP inh and LYPLA2 inh, for some of the entries so far:
structure | GSTO1 counter | PAD4 FP inh | LYPLA2 inh
Cc1cc(Nc2cccc(C)c2C)n2ncnc2n1 | -2 | -1 | -6
CO/N=C/CC(=O)c1cnc(-c2ccccc2)s1 | -9 | -9 | -1

Record cards, as listed above. Screens in order: pPAFAH inh, PAFAH1B2 inh, PME-1 inh, GSTO1 counter, PAFAH2 inh, LYPLA1 inh, PAD4 FP inh, LYPLA2 inh, PAFAH1B3 FP inh
Record of COc1cc(C)c(S(=O)(=O)N2CCOCC2)cc1C(C)C → 7, 3, 9, -5, 6, 0, 2, 6, 4
Record of COC(=O)c1cc(OC)c(OC)cc1NC(=O)Nc1ccccc1OC → 0, 3, 6, -3, 1, 0, 0, 8, 3
Record of C[C@H](CO)N1C[C@H](C)[C@@H](CN(C)Cc2ccc(C(=O)O)cc2)Oc2c(NS(=O)(=O)c3ccc(F)cc3)cccc2C1=O → 3, 11, ., ., -3, ., 3, ., 8

Assay outcomes from PubChem BioAssay.
